Bioassay records: PubChem BioAssay, NMMLSC
Bim-Mcl-1 – disrupts Bim peptide binding to human Mcl-1; Q07820; Bead-based flow cytometry, Bim peptide-Mcl-1 binding; inhibition, % at 10 µM; 190,000 compounds, 0.1% hits;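 also: 0% = no compound tracer wells and 100% = peptide blocker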
Target sequence (Q07820 whole entry, looked up): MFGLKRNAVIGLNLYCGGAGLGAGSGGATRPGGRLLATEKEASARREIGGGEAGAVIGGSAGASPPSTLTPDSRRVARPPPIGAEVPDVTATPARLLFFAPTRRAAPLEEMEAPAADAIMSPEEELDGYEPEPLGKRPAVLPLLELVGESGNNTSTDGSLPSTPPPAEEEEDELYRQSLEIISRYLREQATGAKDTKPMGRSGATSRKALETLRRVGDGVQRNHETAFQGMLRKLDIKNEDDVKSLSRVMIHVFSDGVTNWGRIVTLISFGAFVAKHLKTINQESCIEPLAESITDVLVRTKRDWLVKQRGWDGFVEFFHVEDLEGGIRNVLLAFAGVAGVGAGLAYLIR
Bcl-W Bim block – human Bim-Bcl-W interaction inhibition. Q92843. bead-based flow cytometry, Bim peptide-Bcl-W binding. inhibition, % at 10 µM. 190,000 compounds, 0.02% hits. AID 952;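 also: 0% = bound tracer without compound and 100% = peptide blocker; higher means less fluorescent Bim peptide bound to Bcl-W beads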
Bim-Bcl-XL – human Bim-Bcl-XL interaction inhibition; Bim peptide-Bcl-XL binding, bead flow cytometry, fluorescence; inhibition, % at 10 µM; 190,000 compounds, 0.04% hits; AID 1007
Target sequence (Q07817 whole entry, looked up): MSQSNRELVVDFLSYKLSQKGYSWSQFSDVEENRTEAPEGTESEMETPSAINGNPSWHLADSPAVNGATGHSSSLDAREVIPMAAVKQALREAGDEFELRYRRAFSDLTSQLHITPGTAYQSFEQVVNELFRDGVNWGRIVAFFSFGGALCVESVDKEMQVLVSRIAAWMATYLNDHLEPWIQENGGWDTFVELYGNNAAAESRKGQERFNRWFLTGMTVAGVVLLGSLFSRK
ABCG2 inh – inhibitors of human ABCG2 transporter, ABCB1 counter-screen | IgMXP3 cells, JC-1 efflux, flow cytometry | inhibition, % at 6.6 µM | 190,000 compounds, 0.1% hits | AID 1325;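 active = inhibition above 80%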;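 also: 0% = DMSO and 100% = nicardipine control wells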
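Read-out basis: Efflux inhibition in percent versus controls | Test system: ABCG2 IgMXP3 and barcoded ABCB1 CCRF-Adr cell mix | Quantity: 3 million cells/mL in well | Schedule: 10 min at 25 °C | Control set: Nicardipine as high control, DMSO as low control | Reagent: JC-1 as fluorescent efflux pump substrate | Signal: Flow cytometry of retained JC-1 fluorescence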
RGS8-Gao reg – regulators of human RGS8-Galphao interaction; P09471; multiplexed bead flow cytometry, RGS8-Galphao binding; actives lie on both sides; response (percent of control binding), % at 10 µM; 220,000 compounds, 0.34% hits; AID 1423; in the data active = response below about 60% or above about 140%; inactive = in between;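 also: Galphao activated as the GDP aluminium fluoride complex binding bead-coupled RGS8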
Bim-Bcl-B – disrupts Bim peptide binding to human Bcl-B. Q9HD36. bead-based flow cytometry. inhibition, % at 10 µM. 190,000 compounds, 0.073% hits. AID 951;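 also: 0% = tracer peptide without compound and 100% = reference inhibitor peptide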
Target sequence (Q9HD36 whole entry, looked up): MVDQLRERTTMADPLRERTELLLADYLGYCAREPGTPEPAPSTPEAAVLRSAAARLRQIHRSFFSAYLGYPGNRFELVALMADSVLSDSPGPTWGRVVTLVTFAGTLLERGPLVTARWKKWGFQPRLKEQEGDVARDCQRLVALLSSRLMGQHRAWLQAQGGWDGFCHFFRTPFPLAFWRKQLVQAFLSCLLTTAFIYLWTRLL
Bim-Bcl-2 – inhibitors of Bim-Bcl-2 interaction, human. P10415. Bead-based flow cytometry, Bim peptide-Bcl-2 binding. inhibition, % at 10 µM. 190,000 compounds, 0.06% hits; in the data active = inhibition above about 40%; inconclusive = no clear call, values can overlap the other calls;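 also: 0% = no compound wells with probe peptide and 100% = reference peptide inhibitor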
Target sequence (P10415 whole entry, looked up): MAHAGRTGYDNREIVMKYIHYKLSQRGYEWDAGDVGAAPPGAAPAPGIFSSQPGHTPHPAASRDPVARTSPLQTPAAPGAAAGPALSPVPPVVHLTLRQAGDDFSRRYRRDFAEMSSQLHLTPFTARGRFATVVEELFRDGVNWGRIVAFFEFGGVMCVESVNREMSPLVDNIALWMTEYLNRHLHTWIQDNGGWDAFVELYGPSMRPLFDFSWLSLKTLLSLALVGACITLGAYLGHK
RGS4-Gao reg – human RGS4-Galphao interaction regulation; P09471; Multiplexed bead flow cytometry, RGS4-Galphao binding; actives lie on both sides; binding response (% of control), % at 10 µM; 220,000 compounds, 0.33% hits; in the data active = binding response below about 49% or above about 150%; inactive = in between;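 also: fluorescent Galphao activated with aluminum fluoride binding bead-coupled RGS4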
Bfl-1 Bim block – inhibitors of Bim-Bfl-1 interaction, human | AID 1008 | Bead-based flow cytometry, Bim-Bfl-1 binding inhibition | inhibition, % at 10 µM | 190,000 compounds, 0.12% hits | Q16548;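 also: 0% = wells without compound plus tracer and 100% = blocker peptide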
RGS7-Gao reg – regulators of human RGS7-Galphao interaction; Multiplexed bead flow cytometry, RGS7-Galphao binding; actives lie on both sides; binding response (% of control), % at 10 µM; 220,000 compounds, 0.35% hits; AID 1439; in the data active = binding response below about 49% or above about 150%; inconclusive = no clear call, values can overlap the other calls; inactive = in between;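 also: fluorescent Galphao held in activated GDP-AlF4 state binding bead-coupled RGS7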
ABCB1 inh – inhibitors of human ABCB1 transporter, ABCG2 counter-screen. P08183. CCRF-Adr cells, JC-1 efflux, flow cytometry. inhibition, % at 6.6 µM. 190,000 compounds, 0.067% hits. AID 1326; in the data active = inhibition above about 40%;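 also: 0% = vehicle and 100% = reference inhibitor; higher value means more JC-1 retained so stronger ABCB1 efflux block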
* = called active by the depositor; ? = inconclusive; . = not tested or not shown. Rule as the data show it, unless noted: active = inhibition above about 40%.

SMILES	Bim-Mcl-1	Bcl-W Bim block	Bim-Bcl-XL	ABCG2 inh	RGS8-Gao reg	Bim-Bcl-B	Bim-Bcl-2	RGS4-Gao reg	Bfl-1 Bim block	RGS7-Gao reg	ABCB1 inh
COCC(C)NC(=O)NC(=O)c1ccc(Cl)cc1 (stereo unspecified)	1	0	-13	3	103	-6	-4	103	-10	109	0.2
CNC(=S)Nc1cc(OC)ccc1OC	-1	1	-2	-1	103	-4	-5	103	-12	101	-0.2
CC(C)(C)NC(=O)C(OC(=O)Cn1nnc(-c2ccc(F)cc2)n1)c1ccncc1 (stereo unspecified)	2	-3	-5	2	104	-7	-5	105	-9	103	0.3
OCC(O)C1OC(Nc2ccc(Br)cc2)C(O)C1O (stereo unspecified)	-2	-2	-6	3	100	-6	-7	103	-9	100	1.0
COc1ccc(-c2noc(N(C)CC(=O)Nc3cccc(C(F)(F)F)c3)n2)cc1	1	1	-2	2	103	-3	-2	103	0	102	0.2
O=C(CSc1cccc[n+]1[O-])Nc1ccc([N+](=O)[O-])cc1Cl	0	1	0	18	97	-6	-2	102	0	99	2.2
CCOC(=O)c1c(NC(C)=O)sc2c(OC)cccc12	-2	-3	-2	3	103	0	-4	100	-3	98	0.1
CCn1cc(NC(=O)CCl)c(C)n1	-4	0	1	1	102	2	0	99	5	96	-0.4
Nc1c(C(=O)c2ccccc2)sc(Nc2ccccc2)c1S(=O)(=O)c1ccccc1	-3	-2	-4	7	106	-7	-1	105	-1	103	1.0
C/C(=N\Nc1nnc(-c2ccccc2)c(-c2ccccc2)n1)c1cccc([N+](=O)[O-])c1	-2	-7	-2	3	103	-7	-3	105	-5	107	0.3
COc1ccc(-n2cc(-c3ccccc3)nc2SC)cc1	-6	-3	-4	24	99	-7	-2	98	0	100	0.6
Cc1ccc2c(c1)C1CN(C)CCC1N2S(=O)(=O)c1ccc(Oc2ccc([N+](=O)[O-])cc2)cc1 (stereo unspecified)	-4	-3	-1	1	104	-5	-2	104	-5	102	2.0
Cc1cccc(N(C(=O)c2ccc(Cl)cc2)C2CS(=O)(=O)CC2OC(=O)c2ccc(Cl)cc2)c1 (stereo unspecified)	-3	-2	0	11	100	-7	-8	101	-12	100	-0.1
CCOC(=O)C(C(=O)OCC)C(Nc1cccc(Br)c1)c1ccccc1 (stereo unspecified)	0	1	0	7	105	1	0	104	-1	102	1.0
CCOC(=O)C1=C(CSCc2ccccc2)NC(=O)NC1c1cc(C)ccc1C (stereo unspecified)	0	0	-1	3	98	-7	-6	95	-13	96	0.8
Cc1nc2ccc(N)cc2c(=O)n1Cc1ccc(Cl)cc1	2	0	-1	0	102	1	0	99	1	101	0.2
Cc1oc(-c2cccs2)nc1CN1CCN(C(C)C)C(CCO)C1 (stereo unspecified)	-2	-5	-6	0	103	-5	-9	100	-8	104	-0.1
CCC(=O)N1CCc2cc(S(=O)(=O)CCC(=O)O)ccc21	0	-1	-1	3	100	-7	-6	100	-9	99	0.3
Cc1ccc(S(N)(=O)=O)cc1NC(=O)/C=C/c1ccc2c(c1)OCO2	0	1	0	1	99	-3	-1	101	-5	94	0.2
CCOC(=O)c1nnn(-c2nonc2N)c1-c1ccc(Br)cc1	0	-3	0	5	88	0	1	92	4	94	2.4
CN(C)S(=O)(=O)c1ccc(NC(=O)Cn2c(-c3ccccc3)noc2=O)cc1	1	0	-4	0	95	-1	1	93	-1	93	0.0
O=C(c1ccc2c(c1)OCO2)[C@@H]1[C@@H]2C(=O)N(C3CCCCC3)C(=O)[C@@H]2C2c3ccccc3C=CN21 (stereo partly specified)	0	3	0	5	102	-5	-5	102	-8	104	1.0
COCCNc1nc2ccccc2nc1NS(=O)(=O)c1ccc(C)cc1C	-3	1	-7	2	98	-8	-12	97	-12	97	0.5
CCOC(=O)Nc1ccccc1N1C(=O)c2ccccc2C1=O	0	-2	-3	2	101	0	0	102	0	98	0.8
Cc1ccc2oc(=O)c3cnn(CC(=O)N4CCCCC4C)c3c2c1 (stereo unspecified)	-3	-2	-8	4	101	-5	-5	96	-5	97	1.0
O=C(NCc1cccnc1)NC1(c2ccccc2)CC1	0	0	-4	1	92	-8	-10	94	-6	93	0.7
NC(=O)c1ccc(-n2nnnc2SCc2ccc(F)cc2)cc1	0	0	2	7	100	-4	-7	101	-8	102	0.7
CCCCNC(=O)[C@H](CSCc1ccccc1)N1Cc2ccccc2C1=O	-2	-1	-5	6	.	0	0	.	-1	.	3.5
Cc1cc2nnc(SCC(=O)N3CCOCC3)n2c2ccccc12	-1	0	-2	6	96	-4	-4	94	-2	?	1.1
C=CCn1c(/N=C/c2ccc3c(c2)OCO3)nc2ccccc21	0	0	2	-1	101	-1	2	104	1	102	-0.4
CCNc1ccc(S(=O)(=O)N(C)C)cc1NCC(=O)Nc1ccccc1Cl	1	0	-1	4	99	0	-1	102	-4	99	0.3
O=C(OCCNc1nc(-c2ccccc2)nc2ccccc12)c1ccncc1	2	1	2	37	97	-1	-1	102	-3	?	5.9
CC(C)CCC(O)(CCC(C)C)C(=O)NN1CCCCC1	.	.	.	9	100	.	?	100	.	105	1.2
COc1ccccc1C(=O)Nc1ccc(Oc2nnc(-c3ccc(C)cc3)c3ccccc23)cc1	-7	-8	-9	4	99	-16	-4	101	-12	103	1.3
Cc1ccccc1OCCNC(=O)CNC(=O)c1ccccc1O	-4	-3	-7	5	98	-11	-12	102	-19	100	0.2
O=S(=O)(c1cc(Cl)ccc1Cl)N1CCNCC1	0	2	-2	2	101	-8	-6	102	-8	102	0.9
CCN1CCN(C(=S)Nc2ccsc2C(=O)OC)CC1	0	-3	-6	8	101	-6	-6	98	0	100	0.9
O=C(NNC(=O)C1CCN(Cc2ccccc2)CC1)c1cccc(Cl)c1	-1	0	1	3	99	-7	-7	104	-16	132	0.6
CCCN1CCC(NC(=O)CCc2nnc(-c3ccccc3)o2)CC1	-4	0	-4	1	102	-3	-4	106	-5	105	2.4
CCCNC(=O)C1CCN(S(=O)(=O)c2c(C)noc2/C=C\c2ccc(OC)cc2)CC1	0	-1	-2	2	101	-7	-9	102	-12	101	0.7

The last 4 compounds of the part before open the next one:
SMILES	Bim-Mcl-1	Bcl-W Bim block	Bim-Bcl-XL	ABCG2 inh	RGS8-Gao reg	Bim-Bcl-B	Bim-Bcl-2	RGS4-Gao reg	Bfl-1 Bim block	RGS7-Gao reg	ABCB1 inh
CCN1CCN(C(=S)Nc2ccsc2C(=O)OC)CC1	0	-3	-6	8	101	-6	-6	98	0	100	0.9
O=C(NNC(=O)C1CCN(Cc2ccccc2)CC1)c1cccc(Cl)c1	-1	0	1	3	99	-7	-7	104	-16	132	0.6
CCCN1CCC(NC(=O)CCc2nnc(-c3ccccc3)o2)CC1	-4	0	-4	1	102	-3	-4	106	-5	105	2.4
CCCNC(=O)C1CCN(S(=O)(=O)c2c(C)noc2/C=C\c2ccc(OC)cc2)CC1	0	-1	-2	2	101	-7	-9	102	-12	101	0.7
Cc1c(NC(=O)c2cccc(F)c2)c(=O)n(-c2ccccc2)n1C	0	0	-6	-1	108	-4	-3	101	-15	100	0.6
CCC1=C/C(=C\c2ccc3c(c2)OCO3)C(=O)S1	-3	-3	-9	-1	96	-16	-10	101	-7	95	-0.2
Cc1cccc(-n2c(C)cc(C(=S)N3CCOCC3)c2C)c1C	3	1	-1	22	100	-6	0	98	4	101	-0.7
Cc1ccc(NC(=O)C(NC2CCCc3ccccc32)c2ccccc2)cc1Cl (stereo unspecified)	-2	-4	-3	0	102	-2	-2	99	-1	101	0.1
CC(C)(C)NC(=O)/C(=C/c1ccco1)c1ccccc1	-3	-1	0	13	102	-6	-9	103	-10	104	1.8
COc1ccc(-c2ccc(C(=O)O)c(=O)[nH]2)cc1	-1	-3	-3	2	104	-3	-1	102	-7	102	0.7
O=C(Nc1c(Cl)cc(Cl)cc1C(=O)NCC1CCCO1)c1ccco1 (stereo unspecified)	-2	1	-2	1	96	0	2	103	-2	96	0.7
N/C(=N\c1nc(C(F)(F)F)cc(=O)[nH]1)Nc1ccc(Cl)cc1	-19	-12	-7	17	100	-4	-14	100	-6	100	0.1
CC(C)C(OC(=O)c1nsc(Cl)c1Cl)C(=O)NCc1ccc2c(c1)OCO2 (stereo unspecified)	-5	2	-5	0	103	-9	-9	100	-15	100	0.4
O=C(Cn1nnc(-c2ccccc2)n1)N1CCN(S(=O)(=O)c2ccc(Cl)cc2)CC1	0	0	-1	-1	103	-1	-3	102	0	101	0.1
O=c1c2oc3ccccc3c2ncn1Cc1ccccc1Cl	-1	0	0	1	102	0	-3	100	-2	99	0.9
COc1ccc(NS(=O)(=O)c2cc(NC(=O)c3cc(=O)c4ccccc4o3)ccc2OC)cc1	0	2	-2	0	96	0	-4	93	-4	?	0.0
N=C1C(c2nc3ccccc3s2)=C(O)CN1CCCO	-1	-4	-5	2	103	1	1	99	-2	100	0.7
O=C(c1ccc(=O)[nH]n1)N1CCN(S(=O)(=O)c2ccc3ccccc3c2)CC1	-2	0	-1	-3	105	2	0	107	6	?	0.5
Cc1nc2ccccc2c2c1C(=O)N(C(C)C)C2=O	1	0	-3	7	101	-5	-6	101	-10	100	0.8
Cc1nnc(SCC(=O)Nc2ccccc2)[nH]c1=O	0	0	-5	2	98	-6	-6	93	-7	98	0.1
COc1ccc(Nc2nc3ccccc3nc2C)cc1	-1	-5	-3	-3	104	-10	-8	108	-8	105	-3.4
O=C(C1=C[C@@H](c2ccc(C(F)(F)F)cc2)C[C@@H](OCc2ccc(CO)cc2)O1)N1CCOCC1	0	-4	1	1	100	-5	-5	95	-4	97	1.1
O=C(N/N=C/c1cn(-c2ccccc2)nc1-c1ccc(F)cc1)c1ccc2c(c1)OCO2	0	2	-1	37	99	-3	-8	102	-5	91	3.2
Clc1ccccc1CSc1nnc(-c2ccccn2)n1Cc1ccco1	2	1	0	1	99	0	1	99	5	98	0.6
CCN(Cc1ccccc1)C(=O)CCCOc1ccccc1	-3	0	-7	10	105	-5	-10	99	-18	97	1.0
CCCN1CCN(c2ncnc3scc(C4COc5ccccc5O4)c23)CC1 (stereo unspecified)	2	0	-1	2	107	-2	-1	102	0	100	0.6
CCCSC1=N/C(=C\C=C\c2ccco2)C(=O)S1	0	5	-3	-1	100	-9	-5	101	-8	95	-0.5
CC(=O)Nc1cccc(N(C)S(C)(=O)=O)c1	-5	-3	-14	0	96	-9	-5	94	-16	92	-0.1
c1ccc(NCc2ccccn2)cc1	0	0	-1	1	105	-3	0	109	-4	?	0.3
CN=C(NC1CCCCC1)c1ccc(Cl)cc1	4	24	1	0	106	-26	13	98	49*	98	-0.2
COc1ccc(CNC(=O)Cn2nnc(-c3ccc(NC(=O)C4CCCCC4)cc3)n2)cc1	-11	-4	-9	1	100	-8	-8	100	-16	99	0.1
